DT40 TDP1 no CPT – qHTS for Inhibitors of human tyrosyl-DNA phosphodiesterase 1 (TDP1): qHTS in cells in absence of CPT. DT40 Tdp1-/- hTDP1 cells, no CPT, ATP luminescence, 48 h. 420,000 compounds, 15% hits. AID 686978, 2013. Potency, µM (top dose mostly 46.2 µM), without a hit: at the highest dose activity change, negative = growth inhibition, usual class: inhibitors; further: nearly all actives have a fitted effect of over 55% in size
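Compound effects on proliferation are scored in DT40 Tdp1-/-;hTDP1 cells in the absence of CPT. ATP levels (CellTiter-Glo luminescence) are recorded after a ≥48 hr, 37 °C incubation.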
GCN5L2 inh – qHTS Assay for Inhibitors of GCN5L2; 390,000 compounds, 0.21% hits; GCN5L2 HAT assay, ThioGlo1 CoA-SH fluorescence; Potency, µM (series often up to 58.9 µM), for inactives: at the highest dose activity change, negative = inhibition, actives largely listed as inhibitors; Histone acetyltransferase KAT2A (Homo sapiens), Q92830
Target sequence (Q92830 whole entry, looked up): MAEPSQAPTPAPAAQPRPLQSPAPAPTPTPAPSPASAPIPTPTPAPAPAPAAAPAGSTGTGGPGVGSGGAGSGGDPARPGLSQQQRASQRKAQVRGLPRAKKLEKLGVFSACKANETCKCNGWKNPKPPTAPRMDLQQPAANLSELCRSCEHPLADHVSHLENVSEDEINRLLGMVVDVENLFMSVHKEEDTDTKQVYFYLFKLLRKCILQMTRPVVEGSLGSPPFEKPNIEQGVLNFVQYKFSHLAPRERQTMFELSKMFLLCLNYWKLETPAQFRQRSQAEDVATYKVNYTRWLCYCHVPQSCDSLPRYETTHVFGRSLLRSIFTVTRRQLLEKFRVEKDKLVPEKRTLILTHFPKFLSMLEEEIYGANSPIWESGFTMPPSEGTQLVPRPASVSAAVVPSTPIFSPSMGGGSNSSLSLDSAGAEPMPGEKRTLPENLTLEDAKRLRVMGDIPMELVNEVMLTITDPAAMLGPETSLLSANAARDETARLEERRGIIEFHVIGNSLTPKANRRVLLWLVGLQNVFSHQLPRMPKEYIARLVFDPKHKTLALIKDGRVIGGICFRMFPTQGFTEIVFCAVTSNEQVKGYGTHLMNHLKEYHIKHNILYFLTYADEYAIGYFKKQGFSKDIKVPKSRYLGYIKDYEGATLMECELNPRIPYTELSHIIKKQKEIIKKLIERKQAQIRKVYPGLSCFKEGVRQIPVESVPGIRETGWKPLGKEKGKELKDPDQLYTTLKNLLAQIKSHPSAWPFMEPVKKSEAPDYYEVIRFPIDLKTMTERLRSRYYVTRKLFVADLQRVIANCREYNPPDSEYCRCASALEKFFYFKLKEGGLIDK
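ThioGlo1-coupled HAT assay: 20nM GCN5L2, 70uM acetyl-CoA, 75uM H3(1-25) peptide, pH 7.5. Fluorescence read at 340/540nm at start and after 20 min at room temperature.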
TDP1 cell CPT – qHTS for Inhibitors of human tyrosyl-DNA phosphodiesterase 1 (TDP1): qHTS in cells in presence of CPT. chicken DT40 Tdp1-/-;hTDP1 cells + 20 nM CPT, ATP luminescence, 48 h. Potency, µM (doses to about 46.2 µM), for the others: at the highest dose activity change, negative = growth inhibition, hits mostly inhibitors. 420,000 compounds, 12% hits. AID 686979, 2013; further: nearly all actives have a fitted effect of over 55% in size
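Chicken DT40 Tdp1-/- cells stably complemented with human TDP1 were seeded at 400 cells/well in medium containing 20 nM camptothecin, exposed to pin-transferred compounds, and grown at 37 °C for at least 48 hr. Viability was read as ATP luminescence.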
* marks the source's active call; other numbers are inactive results; ? = inconclusive; / = not tested or not shown; & = joins results of further samples; [ ] = dose if it differs, or a comment. The call rests on the fitted dose curve; in most records, active means well fitted curve in the direction sought with a large enough effect; inconclusive means small, poorly fitted or top-dose-only effect, or another doubt; inactive means no such curve, though single readings can be large; an effect the other way counts as inactive or inconclusive. On the % scale 0 is the no-effect control and ±100 the full control effect; potency means the concentration at half of the fitted maximal effect.

Results follow in this order: DT40 TDP1 no CPT	GCN5L2 inh	TDP1 cell CPT
#1 COc1ccc(N2CCN(S(=O)(=O)c3cc4c(cc3C)N(C(C)=O)CCO4)CC2)cc1
  -21%	-19%	-24%
#2 COc1ccc(Nc2nc3ccccc3nc2C)cc1
  ?	-7%	?
#3 O=C(c1ccccc1F)N1CCCC(N2CCN(Cc3ccc4c(c3)OCO4)CC2)C1 (stereo not given)
  ?	/	?
#4 Cc1n(CC(=O)c2ccc(F)cc2)c2ccccc2[n+]1C
  -1%	-2%	4%
#5 CS(=O)c1ccccc1-c1nc(-c2ccc([N+](=O)[O-])cc2)no1 (stereo not given)
  -2%	/	8%
#6 Cc1nc(NCCN2CCOCC2)c2nnn(Cc3ccccc3Cl)c2n1
  -14%	4%	-23%
#7 O=C(c1cccc(Br)c1)N1CCN(C(=O)N2CCOCC2)CC1
  7%	1%	-12%
#8 C[C@@H]1CN([C@H](C)CO)C(=O)CCCn2cc(nn2)CO[C@H]1CN(C)C(=O)NC1CCCCC1
  10%	/	14%
#9 CCn1c(-c2cc(-c3cc(OC)ccc3OC)nc3ccccc23)n[nH]c1=S
  -23%	-7%	?
#10 COc1ccc(CCNc2cc(C)nc3c(-c4ccccc4)c(C)nn23)cc1OC
  16µM*	-3%	?
#11 CCC(=O)N1N=C(c2ccc(NS(=O)(=O)c3ccc(C)cc3)cc2)CC1c1ccco1 (stereo not given)
  13µM*	-5%	?
#12 CCSc1nnc(NC(=O)c2nc(-c3ccccc3)n(-c3ccccc3)n2)s1
  ?	-4%	-12%
#13 CCN(CC)C(=O)C1CCC(C)(C(=O)O)C1(C)C (stereo not given)
  -4%	-10%	-5%
#14 OCCC1CN(Cc2cnn(-c3ccccc3Cl)c2)CCN1Cc1ccsc1 (stereo not given)
  -10%	3%	3%
#15 COc1cccc(-c2cnc3c(NC(C)=O)cc(-c4ccsc4)cn23)c1
  15µM*	/	13µM*
#16 COc1ccc(S(=O)(=O)NCC2CCC(C(=O)NCc3ccc(F)cc3)CC2)cc1 (stereo not given)
  -23%	-7%	-14%
#17 COc1ccc(S(=O)(=O)Nc2ccc(-c3ccc4nnc(C)n4n3)cc2)c(OC)c1
  ?	-5%	?
#18 C=C(C)CNC(=S)N=Nc1c(O)[nH]c2ccc([N+](=O)[O-])cc12
  4.6µM*	-5%	4.1µM*
#19 CNc1ncc(C(=O)c2ccc(Cl)c(Cl)c2)s1
  ?	-10%	?
#20 NS(=O)(=O)c1ccc(CCNC(=O)C(=O)c2c[nH]c3ccccc23)cc1
  ?	-6%	-2%
#21 Cc1ccc(S(=O)(=O)N(C)CC(=O)N(C)Cc2cccs2)cc1
  -26%	/	-14%
#22 COCCn1c(SCC(=O)Nc2cc(OC)ccc2OC)nc2c(c1=O)SC(C)C2 (stereo not given)
  13µM*	-5%	?
#23 Cc1cc(NC(=O)CSc2nnc(C(C)N(C)C)n2-c2ccc(F)cc2)no1 (stereo not given)
  -10%	-2%	-8%
#24 CC1CCN(CCCNC(=O)C2CCC(CNS(=O)(=O)c3cccc4nsnc34)CC2)CC1 (stereo not given)
  10%	-7%	-19%
#25 O=C(COC(=O)Cc1ccc(Br)cc1)NCC1CCCO1 (stereo not given)
  -2%	-1%	-3%
#26 O=C(O)CCCNc1ccc(S(=O)(=O)N2CCCCC2)cc1
  -5%	?	1%
#27 Cc1nnc(NCc2ccncc2)c2ccccc12
  ?	-11%	-4%
#28 CCn1c(=O)c2[nH]c(Cl)nc2n(CC)c1=O
  ?	/	?
#29 CC(C)NC(=O)COCc1cc(-c2ccc3c(c2)OCO3)on1
  -27%	-2%	0%
#30 Cc1ccc(-c2nn(CC(=O)NCc3ccccn3)c(=O)c3ccccc23)cc1S(=O)(=O)N(C)C
  -22%	-6%	4%

Exported bar-delimited: two of the compounds above
item | molecule | DT40 TDP1 no CPT | GCN5L2 inh | TDP1 cell CPT
15 | COc1cccc(-c2cnc3c(NC(C)=O)cc(-c4ccsc4)cn23)c1 | 15µM* | / | 13µM*
29 | CC(C)NC(=O)COCc1cc(-c2ccc3c(c2)OCO3)on1 | -27% | -2% | 0%

Later entries.
Results follow in this order: DT40 TDP1 no CPT	GCN5L2 inh	TDP1 cell CPT
#31 Cc1ccc(C(=O)c2c(NC(=O)c3ccccc3)sc(C)c2C)cc1
  23µM*	-24%	?
#32 COc1ccccc1OCCNC(=O)c1ccc(C(C)(C)C)cc1
  ?	/	-26%
#33 CCC(C)NC(=O)CSc1ccc(NC(C)=O)cc1 (stereo not given)
  0%	2%	-10%
#34 CC1(C(=O)NS(=O)(=O)Cc2cccc(Cl)c2)CCN1C(=O)CCc1ccccc1 (stereo not given)
  1%	/	?
#35 CCC1(c2ccccc2)NC(=O)N(CC(=O)c2ccc3c(c2)OCO3)C1=O (stereo not given)
  -7%	-6%	-5%
#36 Cc1cc(CN2CCOCC2)c(O)c(C2(C)CCCCC2)c1
  ?	1%	-20%
#37 O=c1c2c([nH]c3ccccc13)CCCCCC2
  16µM*	-3%	23µM*
#38 COC(=O)C1=C(C)N(c2ccc(OC)c(OC)c2)C(=O)/C1=C\c1ccco1
  -12%	-9%	?
#39 Cc1ccc(NC(=O)NNC(=O)C2CC(c3cccnc3)=NO2)cc1 (stereo not given)
  -20%	3%	-17%
#40 COc1ccc(NC(=O)N2CCN(c3cccc(C(F)(F)F)c3)CC2)cc1OC
  12µM*	-14%	?
#41 Cc1cccc(CCNC(=O)C2CCC(CNS(=O)(=O)c3c(C)cc(C)cc3C)CC2)c1 (stereo not given)
  16µM*	-7%	?
#42 CCc1sc(NC(=O)C(C)C)nc1-c1ccccc1
  5%	1%	8%
#43 Cc1ccc(-c2nn(-c3ccccc3)cc2CO)o1
  -6%	-9%	0%
#44 Cc1cccc(Cn2cnc3c(cnn3-c3ccc(Cl)cc3)c2=O)c1
  ?	-6%	?
#45 O=C(NN1C(=O)C2C(C1=O)C1C=CC2C12CC2)c1ccccc1 (stereo not given)
  -2%	-7%	-12%
#46 Cn1c(-[n+]2c(-c3ccccc3)cc(-c3ccccc3)cc2-c2ccccc2)nc2cc([N+](=O)[O-])ccc21
  ?	?	?
#47 CC(C)(C)SC(=O)CC1NS(=O)(=O)OCC1NC(=O)OCC(Cl)(Cl)Cl (stereo not given)
  ?	-6%	?
#48 O=C(CCN1CCN(CC(=O)Nc2ccccc2F)CC1)Nc1ccccc1F
  ?	7%	?
#49 CC(C)[C@H](NC(=O)[C@@H]1CSC2c3ccccc3C(=O)N21)C(=O)NCc1ccncc1 (stereo not given in full)
  -1%	-11%	-6%
#50 Cc1cc(C(=O)COC(=O)c2cnccn2)c(C)n1-c1ccc(Br)cc1
  ?	-4%	-9%
#51 Cc1nn(CC(=O)NCc2ccccn2)c(C)c1[N+](=O)[O-]
  0%	-13%	11%
#52 Cc1cc(OC2CCCCC2)nc(-c2ccccc2O)n1
  -7%	-7%	-11%
#53 O=C(C1CCCN(S(=O)(=O)c2ccc(Br)cc2)C1)N1CCN(Cc2ccccc2)CC1 (stereo not given)
  ?	-6%	16µM*
#54 CCOc1ccc(NC2=C(Cl)C(=O)N(C3CCCCC3)C2=O)cc1
  -9%	-2%	1%
#55 CCOC(=O)/C(C)=N/NC(=O)c1ccc([N+](=O)[O-])cc1
  -7%	2%	16%
#56 O=C(COc1ccc(-c2ccccc2)cc1)NNC(=O)NC1CCCCC1
  -26%	2%	-2%
#57 O=C(CN1CCN(c2ccc(F)cc2)CC1)Nc1cccnc1Cl
  -6%	-5%	-28%
#58 Cc1noc2ncnc(N3CCN(c4ccccc4F)CC3)c12
  23µM*	4%	21µM*
#59 Cc1ccc(OCCCSc2ncccn2)cc1C
  -21%	-5%	2%
#60 COc1cccc(CN2CC(C(=O)NCc3ncc(C)[nH]3)CCC2=O)c1 (stereo not given)
  -11%	-3%	4%

Whole records, looked up by structure. Values in the order: DT40 TDP1 no CPT	GCN5L2 inh	TDP1 cell CPT
`Cc1ccc(OCCCSc2ncccn2)cc1C` across the screens: -21%	-5%	2%
`O=C(CCN1CCN(CC(=O)Nc2ccccc2F)CC1)Nc1ccccc1F` across the screens: ?	7%	?
`Cc1cc(CN2CCOCC2)c(O)c(C2(C)CCCCC2)c1` across the screens: ?	1%	-20%

Going on with the list.
Results follow in this order: DT40 TDP1 no CPT	GCN5L2 inh	TDP1 cell CPT
#61 COc1cccc(OC)c1C(=O)Nc1ccc2c(c1)n(C)c(=O)n2C
  18%	-3%	15%
#62 CCOc1ccc(C(=O)OCC(=O)NCCCc2ccccc2)cc1
  -1%	-2%	?
#63 CCOc1ccc(N2C(=O)CSC2=NC#N)cc1
  4%	-4%	0%
#64 COc1ccccc1N1CCN(C(=O)CCCNC(=O)Cn2cnc3sc(C)c(C)c3c2=O)CC1
  ?	-6%	-23%
#65 Cc1nc(SCC(=O)N2CCCC2=O)c2c(C)c(C)sc2n1
  ?	/	?
#66 COC(=O)/C(=N/Nc1ccccc1C)Sc1nnc(C(O)c2ccccc2)n1-c1ccccc1 (stereo not given)
  1%	-10%	-4%
#67 O=C(Nc1cccnc1Cl)c1cc(-c2ccc(Cl)cc2)on1
  -13%&-6%	-4%&0%	10%&-18%
#68 Fc1ccc(NC(=S)N2CCSC2c2cccs2)cc1 (stereo not given)
  -9%	-11%	0%
#69 CCCS(=O)(=O)NC(=O)C1(C)CCCN(C(=O)c2sccc2C)C1 (stereo not given)
  2%	/	-12%
#70 Nc1nc2c(c3c1c(=O)oc1ccccc13)CCCCC2
  -18%	1%	-1%
#71 COc1c(Cl)cc(C(=O)Nc2ccc(Cl)cn2)cc1Cl
  -47%	-5%[0.501 µM]	-4%
#72 CC1CCc2nc3ccccc3c(C(=O)OCC(=O)N3CCc4ccccc43)c2C1 (stereo not given)
  5.8µM*	-7%	8.2µM*
#73 COc1ccccc1-n1ccnc(SCC(=O)NC2CCCCC2)c1=O
  ?	-5%	-23%
#74 O=C(CNc1cccc(S(=O)(=O)N2CCCCC2)c1)Nc1cccc(F)c1
  ?	-1%	-27%
#75 Cc1c(C(=O)Oc2ccc(Cl)cc2)n(C)oc1=O
  -10%	-2%	-1%
#76 CCCOc1ccc(Cc2c(Cl)nc(SC)nc2OC)cc1
  -19%	-4%	9%
#77 CC/C(=N\NC(=O)c1c[nH]c2ccccc12)c1cccs1
  ?	0%	-20%
#78 COc1cc(NC(=O)CCNC(=O)N2CC(=O)Nc3ccccc32)cc(OC)c1OC
  4%	/	8%
#79 O=C(COc1ccc([N+](=O)[O-])cc1)Nc1ccc(C(=O)NCc2cccnc2)cc1
  3%	-9%	-22%
#80 CCOc1cccc(/C=C(/C#N)c2nc3ccccc3[nH]2)c1OCC(=O)O
  -4%	-17%	15%
#81 N/C(Cc1cccc2ccccc12)=N\OC(=O)c1ccccc1F
  5%	-22%	7%
#82 C1=CC2CC1CC2CN1CCN(Cc2ccccc2)CC1 (stereo not given)
  -26%	0%	?
#83 Cc1ccc(C(NC(=O)c2cccc(S(=O)(=O)N3CCN(C)CC3)c2)c2ccccc2)cc1 (stereo not given)
  -9%	0%	-14%
#84 CCN(CC(=O)NC1CCCCC1)S(=O)(=O)c1ccc(Cl)cc1
  ?	1%	2%
#85 COC(=O)[C@@H](NC(=O)c1ccc(OC2CCN(Cc3ccccn3)CC2)cc1)C(C)C
  -30%	?	-23%
#86 N#CCCN(Cc1ccccc1)C(CCc1ccccc1)C(=O)NC1CCCCC1 (stereo not given)
  ?	/	?
#87 CCOc1ccc(/C=C2/SC(=S)N(n3c(C)ccc3C)C2=O)cc1
  ?	-4%	-26%
#88 CCC(=O)c1ccc(N2CCOCC2)c(F)c1
  -3%	/	-6%
#89 Cc1ncsc1C(=O)N1CCCC(C(=O)c2ccc3ccccc3c2)C1 (stereo not given)
  21µM*	0%	23µM*
#90 Cc1ccc(NC(=O)COC(=O)c2ccc(S(=O)(=O)NCc3ccco3)cc2)cc1
  25%	-5%	-17%

Additional records follow:
Results follow in this order: DT40 TDP1 no CPT	GCN5L2 inh	TDP1 cell CPT
#91 Cc1cc(C)n2nc(C(=O)NCc3ccccc3)cc2n1
  -6%	-3%	-4%
#92 CC(C)c1ccccc1NC(=O)CN(c1ccccc1)S(=O)(=O)N(C)C
  -26%	4%	?
#93 O=C(c1ccc(F)cc1)N1CCN=C1c1ccccc1
  -24%	-8%	-4%
#94 C=C(C)c1cccc(C(C)(C)NC(=O)Nc2nnc(C(C)C)s2)c1
  ?	-3%	?

Two successive records out of the list so far:
Results follow in this order: DT40 TDP1 no CPT	GCN5L2 inh	TDP1 cell CPT
#90 Cc1ccc(NC(=O)COC(=O)c2ccc(S(=O)(=O)NCc3ccco3)cc2)cc1
  25%	-5%	-17%
#91 Cc1cc(C)n2nc(C(=O)NCc3ccccc3)cc2n1
  -6%	-3%	-4%

As entered above:
entry 1 – DT40 TDP1 no CPT: -21%
entry 24 – TDP1 cell CPT: -19%
entry 21 – TDP1 cell CPT: -14%
